Bioassay records deposited in PubChem BioAssay by National Center for Advancing Translational Sciences (NCATS).
ERK AVP block = inhibitors of vasopressin-stimulated ERK signaling pathway. HEK293-V1b, vasopressin-stimulated pERK AlphaScreen. 0.99% of 72,000 active. AID 995. Potency, µM (top dose mostly 57.5 µM), for the others: at the highest dose activity, negative = inhibition, actives largely listed as inhibitors; note: potency is the fitted concentration of half-maximal effect; % is set by controls: 0 for no effect and ±100 for the full control effect; nearly all actives have a fitted effect of over 55% in size
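HEK293 cells stably expressing V1b receptor, preincubated 30 min at 37 °C with compound, then stimulated 5 min with 25 nM vasopressin. Phospho-ERK by AlphaScreen SureFire after 5 h RT; normalized to DMSO and vasopressin; AC50 by Hill fit.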
Caspase-1 inhib = caspase-1 (human) inhibition, allosteric or competitive. P29466. 0.03% of 75,000 active. Caspase-1 enzyme, Ac-WEHD-AFC fluorogenic rate. AID 900. Potency, µM (top dose mostly 57.5 µM), for inactives: top-dose activity change, negative = inhibition, usual class: inhibitors;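 note: potency is the fitted concentration of half-maximal effect; plate controls were vehicle for no effect and no substrate for full effect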
Rhodamine fluor = rhodamine region autofluorescence; Rhodamine-region fluorescence, 547/598 nm, Tris buffer; stronger effect = higher value; max dye-equivalent concentration, M; 0.05% of 59,000 active; in the data active = max dye-equivalent concentration above about 11 nM; inconclusive = between about 1.1 nM and that limit
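Compounds in 100 mM Tris buffer, pH 8.0, were incubated 15 min at room temperature, then read at 547 nm excitation and 598 nm emission. Fluorescence was normalized against a per-plate six-point rhodamine standard curve as dye-equivalent concentration.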
Fluorescein autfl = compound fluoresces in the fluorescein spectral region | Compound autofluorescence, 480/540 nm, fluorescein-equivalent; stronger effect = higher value | max fluorescein-equivalent concentration, M | 0.91% of 59,000 active; in the data active = max fluorescein-equivalent concentration above about 10 nM; inconclusive = between about 1.1 nM and that limit
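Values reflect compound autofluorescence, normalized to fluorescein on the same plate and reported at each tested concentration. Conditions: 100 mM Tris pH 8.0, room temperature, 15 min, excitation 480 nm, emission 540 nm.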
Luciferase inh = inhibitors of firefly luciferase; P08659; purified firefly luciferase, luminescence, 8 min; Potency, µM (highest dose often 57.1 µM), without a hit: top-dose activity change, negative = inhibition, usual class: inhibitors; 2.2% of 72,000 active; note: potency is the fitted concentration of half-maximal effect; % is set by controls: 0 for no effect and ±100 for the full control effect; nearly all actives have a fitted effect of over 40% in size
Target sequence (P08659 whole entry, looked up): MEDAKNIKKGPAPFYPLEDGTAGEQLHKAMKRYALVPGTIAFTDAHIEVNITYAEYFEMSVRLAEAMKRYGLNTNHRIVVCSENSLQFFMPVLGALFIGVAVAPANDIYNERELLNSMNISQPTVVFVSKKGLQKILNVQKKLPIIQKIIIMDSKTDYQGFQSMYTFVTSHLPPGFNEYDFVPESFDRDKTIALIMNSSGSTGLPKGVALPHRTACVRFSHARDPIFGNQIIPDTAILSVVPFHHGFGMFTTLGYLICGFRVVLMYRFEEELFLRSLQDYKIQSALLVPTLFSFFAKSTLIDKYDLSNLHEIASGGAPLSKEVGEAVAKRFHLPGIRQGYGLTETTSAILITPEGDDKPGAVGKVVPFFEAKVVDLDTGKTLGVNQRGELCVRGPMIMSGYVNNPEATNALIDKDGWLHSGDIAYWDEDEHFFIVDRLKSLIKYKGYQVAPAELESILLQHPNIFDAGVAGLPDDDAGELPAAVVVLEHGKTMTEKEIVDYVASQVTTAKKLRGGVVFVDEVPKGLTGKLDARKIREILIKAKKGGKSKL
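Compounds were tested as concentration series (qHTS) against purified P. pyralis luciferase with luciferin and 10 uM ATP in 50 mM imidazole pH 7.2, 50 mM KCl, 7 mM MgCl2, 0.01% Tween 20, 0.05% BSA. Luminescence was read after 8 min at ambient temperature.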
A350 fluor = compounds fluorescent in Alexa 350 spectral region. Compound autofluorescence, 340/450 nm, Alexa 350 dye-equivalents; stronger effect = higher value. max dye-equivalent concentration, M. 11% of 59,000 active. AID 590; in the data active = max dye-equivalent concentration above about 10 nM; inconclusive = mostly about 1.1 nM to 9.6 nM
HEK293 cAMP ctrl = raises cAMP in parental HEK293 cells, TSHR agonist counter-screen; parental HEK293 CNG cAMP sensor, membrane potential fluorescence; Potency, µM (titrated, usually from 57.1 µM), inactives show at the highest dose activation, actives largely listed as activators; 2.5% of 73,000 active; note: potency is the fitted concentration of half-maximal effect; % of control where 0% means no effect; nearly all actives have a fitted effect of over 55% in size
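Counterscreen for endogenous-receptor signalling: CNG-channel HEK 293 cells report cAMP rise by membrane depolarization. After 60 min dye equilibration with 100 uM RO 20-1724, compounds incubated 30 min before bottom-read fluorescence at 590 nm.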
Tau filament bind = tau filament binding | Potency, µM (titrated, usually from 57.1 µM), for the others: at the top dose activity change, negative = inhibition | recombinant tau filaments, thioflavin S fluorescence, 15 h; filaments grown with octadecylsulfate alongside compound | 2% of 71,000 active;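 note: potency is the fitted concentration of half-maximal effect; % is set by controls: 0 for no effect and ±100 for the full control effect; actives lower thioflavin S fluorescence by blocking filaments or displacing dye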
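Read-out: ThS fluorescence, 450 nm excitation/510 nm emission; lower signal marks blocked filament formation or displaced dye. Tau at 1 uM with 30 uM ODS, 10 uM ThS, 5 mM DTT, 100 mM NaCl, 10 mM HEPES pH 7.4; 15 h, 37 C.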
4MU fluor = compounds fluorescent in 4-MU spectral region. compound autofluorescence, 340/450 nm, 4-MU equivalents; stronger effect = higher value. max dye-equivalent concentration, M. 11% of 59,000 active; in the data active = max dye-equivalent concentration above about 10 nM; inconclusive = mostly about 1.1 nM to 9.6 nM
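Intrinsic fluorescence at 340/450 nm (ex/em) was read after 15 min at room temperature in pH 8.0, 100 mM Tris. Each compound concentration expressed as 4-MU-equivalent concentration from a six-point 4-MU standard series on each plate.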
TexasRed autofl = compound fluoresces in the Texas Red spectral region; 0.06% of 59,000 active; Compound fluorescence, Texas Red channel, 547/618 nm; stronger effect = higher value; max dye-equivalent concentration, M; in the data active = max dye-equivalent concentration above about 10 nM; inconclusive = between about 1.1 nM and that limit
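Compound titrations in 100 mM Tris pH 8.0 were incubated 15 min at room temperature and read at 547 nm excitation / 618 nm emission. Texas Red six-point standard curve on each plate converted fluorescence to dye-equivalent concentration.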
Casp7 inh = caspase-7 (human) inhibition, allosteric or competitive | P55210 | Potency, µM (series often up to 57.5 µM), inactives show at the top dose activity change, negative = inhibition, hits mostly inhibitors | recombinant caspase-7, Ac-DEVD-AFC fluorescence rate | 0.02% of 75,000 active; active = well fitted inhibition curve with a large enough effect in the main read-out, with a control signal flat, not every such curve was filed as active; inconclusive = small, poorly fitted or top-dose-only effect, or a change in a side signal; note: potency is the fitted concentration of half-maximal effect; % of control where 0% means no effect
Target sequence (P55210 24-198 limits assumed): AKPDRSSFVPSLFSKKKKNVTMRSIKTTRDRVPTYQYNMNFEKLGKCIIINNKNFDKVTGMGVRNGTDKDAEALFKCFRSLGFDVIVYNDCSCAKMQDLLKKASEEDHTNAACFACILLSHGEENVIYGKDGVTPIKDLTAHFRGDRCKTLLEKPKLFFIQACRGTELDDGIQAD
Target sequence (P55210 207-303 limits assumed): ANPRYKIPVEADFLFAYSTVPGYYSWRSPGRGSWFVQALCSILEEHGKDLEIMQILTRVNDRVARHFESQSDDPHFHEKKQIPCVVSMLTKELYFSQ
The depositor's hits bear a star; i = inactive; ? = inconclusive; · = not tested or not shown; [ ] = remark or other dose. Unless noted, calls come from the whole dose curve; as a rule, active = well fitted curve in the direction sought with a large enough effect; inconclusive = small, poorly fitted or top-dose-only effect, or another doubt; inactive = no such curve, though single readings can be large; an effect the other way counts as inactive or inconclusive. The list is partial; count on the stated rates, not on these rows.

cpd	compound	A350 fluor	Caspase-1 inhib	Luciferase inh	ERK AVP block	4MU fluor	TexasRed autofl
1	O=C(CSc1nnc(-c2cnccn2)n1Cc1ccco1)Nc1ccc(Br)cc1	i	-2%	0%	-27%	i	i
2	CCCC(=O)Nc1ccc(-c2nc3cc(C)ccc3o2)cc1	?	-2%	4µM*	-9%	?	i
3	Cc1nc(CC(=O)Nc2nc(C(C)(C)C)cs2)cs1	i	-1%	-2%	-6%	i	?
4	O=C(Nc1ccccc1Oc1ccccc1)C1CC1	·	0%	3%	-6%	·	·
5	Cc1cc(C)nc(-n2nc(C)c(C3(O)C(=O)Nc4ccc(F)cc43)c2N)n1 (stereo not given)	?	0%	-2%	-18%	i	i
6	CC(NC(=O)C1CCN(c2nnc(-n3cccc3)s2)CC1)C12CC3CC(CC(C3)C1)C2 (stereo not given)	i	-3%	-27%	-3%	i	i
7	CCOc1ccc(C(=O)NCc2cccs2)cc1	?	1%	-11%	-18%	i	i
8	Cc1nc2c(nnn2Cc2ccccc2)c(=O)n1-c1ccccc1	i	0%	2%	-2%	i	?
9	CCOC(=O)C(C)NC(=O)C(NC(=O)C1CCC(CC)CC1)C(C)C (stereo not given)	i	0%	1%	16%	i	i
10	CCOC(=O)c1cccc(NC(=O)CCc2c(C)nc3ncnn3c2C)c1	i	-1%	3%	-18%	i	i

cpd	Tau filament bind	Fluorescein autfl	Rhodamine fluor	Casp7 inh	HEK293 cAMP ctrl
1	6%	?	i	-2%	?
2	138%	i	i	-2%	28%
3	-6%	i	i	1%	11%
4	-6%[11.4 µM]	·	·	1%	6%[11.4 µM]
5	4%	?	i	3%	-9%
6	-1%	?	i	-7%	21%
7	-6%	i	i	2%	1%
8	-3%	i	i	-1%	7%
9	-2%	i	i	-7%	4%
10	5%	i	i	1%	3%

Carrying on:
cpd	compound	A350 fluor	Caspase-1 inhib	Luciferase inh	ERK AVP block	4MU fluor	TexasRed autofl
11	CC(=O)c1ccc(OCC(O)CN2CCCC(C)C2)cc1 (stereo not given)	·	1%	3%	-5%	·	·
12	Cc1nc2sc3c(NCc4ccco4)ncnc3c2c2c1COC(C)(C)C2	?	·	-1%[25.5 µM]	·	i	i
13	Cc1cc(C)c2c(CN3CCN(CCO)CC3)cc(=O)oc2c1	i	-6%	-3%	1%	i	?
14	Nc1nnc(SCc2coc(-c3ccc(Cl)cc3)n2)s1	i	-1%	-3%	?	i	i
15	CCOCCCn1cnc2c(c1=O)c1nc3ccccc3nc1n2-c1ccccc1	3.5e-07M*	-5%	3%	-5%	5.8e-07M*	i
16	CO[C@H]1COC(=O)[C@H]2CCCN2C(=O)[C@@H](C)COC(=O)C/C=C\[C@@H]1C	·	-2%[11.5 µM]	0%[11.4 µM]	19%[11.5 µM]	·	·
17	Cc1noc(C)c1C(=O)N1CCC2(CC1)CCN(c1cccc(-c3ccccc3)c1)CC2	i	-4%	1%[11.4 µM]	-16%	i	i
18	O=C(Oc1ccc(-c2nnco2)cc1)N1CCOCC1	i	0%	-2%	-1%	i	i
19	Cc1cccc(CNc2nc(-c3ccc(C(=O)N(C)C)cc3)nc3ccccc23)c1	i	-6%	-2%[2.29 µM]	-15%	i	i
20	CC(C)(C)NC(=O)CSc1nnnn1C(C)(C)C	i	-2%	1%	15%	i	i

cpd	Tau filament bind	Fluorescein autfl	Rhodamine fluor	Casp7 inh	HEK293 cAMP ctrl
11	0%	·	·	0%	3%
12	·	?	i	·	·
13	1%	i	i	-2%	22%
14	18%	i	i	4%	9%
15	-15%	i	i	-4%	0%
16	·	·	·	2%[11.5 µM]	2%[11.4 µM]
17	-6%	?	i	-5%	-3%
18	-9%	i	i	1%	2%
19	128%	i	i	-1%	?
20	-8%	?	i	-1%	8%

Additional results
cpd	compound	A350 fluor	Caspase-1 inhib	Luciferase inh	ERK AVP block	4MU fluor	TexasRed autofl
21	COc1ccc(Cl)cc1N1CCN(CCNC(=O)Nc2ccccc2C)CC1	i	-1%	-1%	-13%	i	i
22	CCCCN(CCCNC(=O)C1CCCN(S(=O)(=O)CC)C1)Cc1ccccc1 (stereo not given)	i	1%	-1%	8%	i	i
23	Cc1oc(-c2cccc(Cl)c2)nc1CN1CCC(C(=O)N2CCN(c3ccccn3)CC2)CC1	·	0%	-2%	11%	·	·
24	CCCCCn1c(=O)c(C(=O)OCC)c(O)c2ccccc21	?	0%	4%	-4%	i	i
25	Cc1oc2cc(O)cc(O)c2c(=O)c1-c1ccc2c(c1)OCCCO2	i	-2%	-2%	17%	i	i
26	COc1nc(N(C#N)CC(N)=O)nc(N2CCCC2)n1	i	1%	3%	-19%	i	i
27	CCOC(=O)c1[nH]c(C)c(C(=O)Nc2ccc(C)c(C)c2)c1C	·	-1%	-2%	26%	·	·
28	Cc1cc(C)c2c(CC(=O)NCc3ccco3)coc2c1	i	2%	1%	-18%	i	?
29	O=C(c1ccccc1)c1cncc(Br)c1	i	-1%	2%	0%	i	i
30	CC(=O)Nc1ccc(S(=O)(=O)N2CCCN(S(=O)(=O)c3ccc(NC(C)=O)cc3)CC2)cc1	i	0%	0%	-4%	i	i

cpd	Tau filament bind	Fluorescein autfl	Rhodamine fluor	Casp7 inh	HEK293 cAMP ctrl
21	102%	i	i	-4%	3%
22	2%	i	i	2%	12%
23	75%	·	·	-1%	10%
24	-4%	?	i	2%	15%
25	1%	?	i	-1%	26%
26	0%	i	i	1%	-3%
27	205%	·	·	-4%	11%
28	1%	i	i	-2%	17%
29	7%	i	i	-2%	1%
30	3%	i	i	0%	0%

Next structures follow.
cpd	compound	A350 fluor	Caspase-1 inhib	Luciferase inh	ERK AVP block	4MU fluor	TexasRed autofl
31	COc1cc(C(=O)NCCC(=O)NCCCN2CCCCC2C)cc(OC)c1OC (stereo not given)	?	-2%	0%	3%	?	i
32	O=C(NCCCN1CCN(Cc2ccccc2)CC1)c1nnc(Cc2c(F)cccc2Cl)o1	i	-4%	0%	-4%	i	i
33	CCOC(=O)c1ccc(N2C(=O)c3n[nH]c(C)c3C2c2ccc(OC)cc2OC)cc1 (stereo not given)	i	-4%	0%	-30%	i	i
34	CCC(C)Cn1c(S(=O)(=O)O)nc2ccccc21 (stereo not given)	i	-1%	-3%	-1%	i	i
35	O=C(CN1C(=O)c2ccccc2C1=O)N1CCN(c2nnc(-c3ccccc3)c3ccccc23)CC1	i	-8%	-7%	-9%	i	?
36	O=C(c1ccco1)N1CCN(c2ncnc3c(-c4ccccc4)nsc23)CC1	3.4e-08M*	-7%	-25%	25µM*	3.6e-08M*	i
37	CCN(CC)c1ccc2cc(C(=O)Nc3ccc(-n4cnnn4)c(OC)c3)c(=O)oc2c1	5.2e-08M*	2%	-4%	6%	5.6e-08M*	i
38	C1CCC2OC2C1 (stereo not given)	·	2%	·	-2%	·	·
39	COC(=O)c1[nH]c2ccc(C)cc2c1NC(=O)C(C)N1CCN(C2CCCCC2)CC1 (stereo not given)	2.1e-08M*	2%	1%	-27%	1.6e-08M*	i
40	CC(C)OCCCNC(=O)c1ccncc1	i	-2%	2%	-15%	i	?
41	COc1ccc(Br)cc1C1CC(=O)N2CN(Cc3ccccc3)CSC2=C1C#N (stereo not given)	·	-7%	-8%	-9%	·	·

cpd	Tau filament bind	Fluorescein autfl	Rhodamine fluor	Casp7 inh	HEK293 cAMP ctrl
31	-2%	i	i	-1%	2%
32	3%	i	i	-3%	14%
33	76%	?	i	-5%	23%
34	3%	i	i	-1%	?
35	7%	i	i	-1%	-2%
36	29%	i	i	-5%	28%
37	i	6.7e-07M*	i	3%	2%
38	3%	·	·	1%	22%
39	182%	i	i	-2%	-57%[inhibitor]
40	14%	i	i	-2%	?
41	10%	·	·	-19%	5%
